Source: PubChem BioAssay (PCMD)
CatL block = inhibitors of human cathepsin L | purified cathepsin L, fluorogenic substrate, fluorescence | inhibition, %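 (tested at 10 µM)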 | 58,000 tested, 0.17% active; in the data active = inhibition above about 45%;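 also: 0% = enzyme with no compound and 100% = no enzyme blank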
Target sequence (P07711 114-288 limits assumed): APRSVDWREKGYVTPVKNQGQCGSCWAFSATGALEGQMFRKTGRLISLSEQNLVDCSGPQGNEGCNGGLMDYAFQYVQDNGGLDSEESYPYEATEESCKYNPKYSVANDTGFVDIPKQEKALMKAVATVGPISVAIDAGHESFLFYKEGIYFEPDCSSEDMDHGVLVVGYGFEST
Target sequence (P07711 292-333 limits assumed): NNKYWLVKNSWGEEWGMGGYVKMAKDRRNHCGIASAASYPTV
FXIa inh mix = factor XIa (human) inhibition, mixture screen | P03951 | purified FXIa, fluorogenic substrate, pooled mixtures | inhibition, % at 5 µM | 62,000 tested, 0.19% active; in the data active = inhibition above about 20%, passing the limit was not always enough;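 also: each value is inhibition by a whole ten-compound pool holding the compound; 0% = enzyme with no mixture and 100% = wells lacking enzyme; strong numbers were not always called active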
Ec RNAP inh = Escherichia coli RNA polymerase inhibition; P0A8V2; inhibition, %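 (tested at 10 µM)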; 62,000 tested, 0.2% active; E. coli RNA polymerase, fluorescence transcription assay; in the data active = inhibition above about 20%;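 also: 0% = enzyme without compound and 100% = no enzyme blank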
CatS inh = inhibitors of human cathepsin S | recombinant cathepsin S, AMC dipeptide fluorescence, pooled mixtures | inhibition, %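 (tested at 5 µM per compound within 10-compound mixtures)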 | 62,000 tested, 0.06% active | P25774; in the data active = inhibition above about 32%, passing the limit was not always enough;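 also: 0% = enzyme without compound and 100% = blank without enzyme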
Target sequence (P25774 115-331 limits assumed): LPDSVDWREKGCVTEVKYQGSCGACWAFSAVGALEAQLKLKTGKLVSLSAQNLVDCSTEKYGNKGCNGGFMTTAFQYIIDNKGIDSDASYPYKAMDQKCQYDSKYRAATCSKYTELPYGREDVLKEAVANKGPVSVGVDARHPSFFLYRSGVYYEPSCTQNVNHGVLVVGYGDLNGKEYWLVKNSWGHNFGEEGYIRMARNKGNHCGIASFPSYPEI
CatB mixtures = human cathepsin B inhibition by mixtures; P07858; Purified cathepsin B, AMC dipeptide fluorescence, compound mixtures; inhibition, %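 (ten-compound pools at 5 µM per compound and 50 µM total)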; 62,000 tested, 0.06% active; AID 488; in the data active = inhibition above about 22%, passing the limit was not always enough;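 also: 0% = enzyme without compound and 100% = no enzyme blank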
AP ELISA ortho = orthogonal test for alternative complement pathway inhibitors. 62,000 tested, 0.08% active. inhibition, % at 5 µM. Human serum alternative complement pathway, LPS-coated ELISA, C3 deposition; tested in compound mixtures;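 active = inhibition above 30% in each of the two pooled mixtures holding the compound, so the lower value exceeds 30%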;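 also: 0% = serum in Mg-EGTA without compound and 100% = EDTA serum blank; some compounds past the cut are filed as inactive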
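Assay system: Human serum alternative complement pathway, C3 deposition on LPS-coated wells | Incubation: 1 h serum-compound exposure at 37 °C | Doses: 5 µM per compound in ten-compound mixtures | Read-out: Percent inhibition | Technique: ELISA with HRP anti-human C3 antibody, TMB substrate, absorbance 450 nm | Replication: Two pool placements per compound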
Cathepsin G inh = inhibitors of human cathepsin G; P08311; purified enzyme, AMC-tetrapeptide fluorescence, pooled mixtures; inhibition, % at 5 µM (by protocol); 62,000 tested, 0.2% active;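 active = inhibition above 20% in each of the two mixture wells holding the compound; inactive = inhibition of 20% or less in either well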;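 also: 0% = enzyme control without mixture and 100% = blank lacking enzyme; strong numbers were not always called active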
Target sequence (P08311 21-244 limits assumed): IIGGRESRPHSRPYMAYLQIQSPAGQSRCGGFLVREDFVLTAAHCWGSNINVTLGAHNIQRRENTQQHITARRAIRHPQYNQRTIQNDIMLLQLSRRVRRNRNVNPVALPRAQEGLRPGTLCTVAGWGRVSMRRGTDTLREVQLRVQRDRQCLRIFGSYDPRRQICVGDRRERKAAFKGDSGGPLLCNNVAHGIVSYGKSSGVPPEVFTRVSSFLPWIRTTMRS
C1s inh = human complement C1s inhibition; 62,000 tested, 0.16% active; P09871; purified C1s, fluorogenic AMC substrate, pooled mixtures; mean inhibition % of two 10-compound mixtures (hits give high values), % at 5 µM (by protocol); AID 538;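 active = inhibition above 20% in each of the two 10-compound mixture wells holding the compound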;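 also: 0% = enzyme wells lacking compound mixture and 100% = no-enzyme blank wells; some compounds called inactive have numbers as strong as hits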
CatB block = inhibitors of human cathepsin B; P07858; purified cathepsin B, fluorogenic substrate, fluorescence; inhibition, %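 (tested at 10 µM)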; 63,000 tested, 0.1% active; AID 453; in the data active = inhibition above about 21%;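 also: 0% = enzyme with no compound and 100% = no enzyme blank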
Active calls of the source: *; . = no result given. These rows are one share of the data; the hit share may differ from the screen's.

Structure,CatL block,FXIa inh mix,Ec RNAP inh,CatS inh,CatB mixtures,AP ELISA ortho,Cathepsin G inh,C1s inh,CatB block
COc1cccc(C2C(C(=O)Nc3cccnc3)=C(C)Nc3nnnn32)c1OC (centres undefined),-2,9,0,-8,3,13,20,10,0
CCCOc1ccc(C2C(C(=O)c3ccc(C)o3)=C(O)C(=O)N2Cc2cccnc2)cc1 (centres undefined),0,8,6,-9,6,14,11,15,4
Cc1cccc(OCC(O)Cn2c(NCCCOC(C)C)nc3c2c(=O)[nH]c(=O)n3C)c1 (centres undefined),17,3,.,6,3,11,9,11,2
CCSCCNC(=O)c1cncc(Br)c1,-2,1,7,4,5,19,0,-12,-1
COc1ccccc1CNC(=O)c1ccoc1C,-7,10,-1,-7,-4,10,1,0,1
Cc1nc(N2CCCCC2)c2sc(=S)n(C)c2n1,2,14,-18,2,12,19,-1,0,-4
Cc1c(C(=O)N2CCCCC2)sc(NC(=O)C2CC2)c1C#N,0,3,3,1,7,21,1,4,-3
COC(=O)Nc1ccc2c(c1)ncn2C1CCCCC1,4,5,9,2,1,1,-1,0,4
O=C(Cn1cnc2c(cnn2-c2ccccc2Cl)c1=O)N1CCc2ccccc21,-2,5,12,19,8,9,5,-1,-2
CCSc1nnc(NC(=O)c2cc(C)oc2C)s1,-1,7,3,-9,6,12,11,17,3
Cc1cccc(N(C(=O)Cn2nnc3ccccc32)C(C(=O)NCc2ccco2)c2ccncc2)c1C (centres undefined),0,5,9,-5,1,0,10,10,3
CCCNC(=O)NCCc1ccncc1,6,17,8,7,4,5,29,-14,6
O=C(O)CCC(=O)OC1CC2CCC1C2 (centres undefined),15,3,6,8,1,-2,8,6,2
COC(=O)c1ccccc1NC(=O)c1c(O)c2c([nH]c1=O)CCCC2,2,5,5,-2,0,7,0,3,-1
CCCc1nnc(SCC(=O)N2CCCC(C)C2)n1CCCOC (centres undefined),.,-1,9,-1,-3,9,8,-6,4
CCOc1ccc(C2c3c(oc4ccccc4c3=O)C(=O)N2CCCN2CCOCC2)cc1 (centres undefined),0,1,8,25,3,-16,-7,-8,14
O=C(c1cccs1)N(Cc1ccco1)Cc1cc2ccccc2[nH]c1=O,3,0,1,6,3,-14,-10,-41,6
Cc1n[nH]c(C)c1S(=O)(=O)N1CCOCC1,-3,1,1,-12,2,8,-6,-35,-5
Cc1ccc(C)c(S(=O)(=O)C(C#N)c2nc3ccccc3nc2N2CCCC2)c1 (centres undefined),-13,-3,0,12,-4,-6,-13,-43,2
CN1CCCC(OC(=O)c2cc(Br)ccc2Cl)C1 (centres undefined),-2,4,9,8,6,12,8,7,5
Cc1nccn1CCc1nc(N)nc(N)n1,-10,0,4,-1,4,5,-2,-15,-5
C=CCSC1=N/C(=C\c2ccsc2)C(=O)S1,3,-7,5,10,0,6,-7,-15,2
CC(C)n1c2ccccc2c2nnc(SCC(=O)OCN3C(=O)c4ccccc4C3=O)nc21,-1,5,2,4,4,17,10,13,2
CCCOc1ccc(C2C(C#N)=C(N)Oc3nc[nH]c(=O)c32)cc1OC (centres undefined),-11,2,-1,0,-1,11,-2,-20,-4
CCCCn1c(=O)c2c(c3ccccc31)OCC(=O)N2,24,-2,3,27,3,-5,-7,11,3
CCNC(=O)CCc1nc(-c2ccc(C(C)(C)C)cc2)no1,17,-1,7,14,11,-15,-13,-24,10
COC(=O)c1sccc1NC(=O)c1ccc(Cl)s1,6,9,3,16,-2,8,25,-27,1
COc1ccc(CCn2nnnc2C(c2ccccc2)N2CCN(C)CC2)cc1OC (centres undefined),-14,7,-10,-8,-1,9,-5,-7,2
O=C(NCc1ccco1)c1csc2c1CCCCC2,2,9,-4,-4,-2,-1,2,-8,-2
CC(C)CNC(=O)NC1C(NC(=O)NCC(C)C)N(C)C(=O)N1C (centres undefined),26,0,5,-5,-5,-2,12,4,1

Five records picked at random from the list so far, as already listed:
Structure,CatL block,FXIa inh mix,Ec RNAP inh,CatS inh,CatB mixtures,AP ELISA ortho,Cathepsin G inh,C1s inh,CatB block
CCCNC(=O)NCCc1ccncc1,6,17,8,7,4,5,29,-14,6
CCNC(=O)CCc1nc(-c2ccc(C(C)(C)C)cc2)no1,17,-1,7,14,11,-15,-13,-24,10
CC(C)CNC(=O)NC1C(NC(=O)NCC(C)C)N(C)C(=O)N1C (centres undefined),26,0,5,-5,-5,-2,12,4,1
CN1CCCC(OC(=O)c2cc(Br)ccc2Cl)C1 (centres undefined),-2,4,9,8,6,12,8,7,5
CCOc1ccc(C2c3c(oc4ccccc4c3=O)C(=O)N2CCCN2CCOCC2)cc1 (centres undefined),0,1,8,25,3,-16,-7,-8,14

Arranged by molar mass (highest first): part of the list above
Structure,CatL block,FXIa inh mix,Ec RNAP inh,CatS inh,CatB mixtures,AP ELISA ortho,Cathepsin G inh,C1s inh,CatB block
CC(C)n1c2ccccc2c2nnc(SCC(=O)OCN3C(=O)c4ccccc4C3=O)nc21,-1,5,2,4,4,17,10,13,2
Cc1ccc(C)c(S(=O)(=O)C(C#N)c2nc3ccccc3nc2N2CCCC2)c1 (centres undefined),-13,-3,0,12,-4,-6,-13,-43,2
CN1CCCC(OC(=O)c2cc(Br)ccc2Cl)C1 (centres undefined),-2,4,9,8,6,12,8,7,5
Cc1nc(N2CCCCC2)c2sc(=S)n(C)c2n1,2,14,-18,2,12,19,-1,0,-4
O=C(O)CCC(=O)OC1CC2CCC1C2 (centres undefined),15,3,6,8,1,-2,8,6,2

Back to the main list, starting 2 compounds before the break.
Structure,CatL block,FXIa inh mix,Ec RNAP inh,CatS inh,CatB mixtures,AP ELISA ortho,Cathepsin G inh,C1s inh,CatB block
O=C(NCc1ccco1)c1csc2c1CCCCC2,2,9,-4,-4,-2,-1,2,-8,-2
CC(C)CNC(=O)NC1C(NC(=O)NCC(C)C)N(C)C(=O)N1C (centres undefined),26,0,5,-5,-5,-2,12,4,1
CC(OC(=O)C(NC(=O)c1ccco1)C(C)C)C(=O)Nc1ncc(Cl)cc1Cl (centres undefined),-2,0,1,-7,0,9,-7,2,-1
NC(=O)c1ccccc1NC(=O)CCc1ccccc1,10,0,6,-1,6,5,-3,-2,4
CN1C(=O)c2oc3ccccc3c(=O)c2C1c1ccncc1 (centres undefined),-5,4,4,-5,4,22,-1,-8,-1
Cc1ccc(C)c(S(=O)(=O)NCc2cccnc2)c1,11,-9,13,6,-1,-1,3,-24,2
O=C(NCCc1ccc(Cl)cc1)C1CCN(S(=O)(=O)N2CCCCC2)CC1,-1,-2,5,-5,2,2,10,-1,8
O=C(O)C1CC(=O)N(CCc2c[nH]c3ccccc23)C1 (centres undefined),-5,10,8,8,3,-8,11,6,6
CC(C(=O)N1CCCc2c1c(=O)oc1ccc(O)cc21)N1CCc2ccccc2C1 (centres undefined),14,5,10,10,5,-7,-7,-31,5
CCCCN(C)CCCNC(=O)Cn1c(=O)sc2ccccc21,-9,-1,5,1,3,14,6,-3,4
CC(C)c1cc(C(=O)NC2CCCCC2)no1,8,6,5,4,6,10,10,16,0
COc1ccccc1-n1c(=O)[nH]c2c(C(N)=O)nc(CC(C)C)nc21,8,-19,9,4,-12,-11,-38,-23,2
CCCN(CCC)c1nc2ccccc2n2c(C)nnc12,-1,7,5,0,9,10,3,2,0
O=C(COC(=O)Cn1cnc2ccccc21)NCCC1=CCCCC1,8,5,7,-9,1,18,7,0,3
CCN(CC)S(=O)(=O)c1ccc(-c2nnc(SCC(=O)N3CCOCC3)o2)cc1,-5,1,-2,-17,3,14,4,-20,1
COc1ccc(NC(=O)N(C2CCCCC2)C(C)c2cccnc2)c(OC)c1 (centres undefined),-2,8,2,-1,0,7,3,4,1
O=C(NC1CCS(=O)(=O)C1)c1cccc(S(=O)(=O)N2CCOCC2)c1 (centres undefined),4,6,12,13,4,4,11,13,2
Cc1cc(=O)n2nc(N3CCCC3C(=O)NCc3ccccn3)sc2n1 (centres undefined),12,-2,3,-2,2,23,6,-1,3
COc1ccc(NC(=O)CSc2nnc(CNC(=O)c3ccco3)o2)c(OC)c1,1,7,11,3,5,22,7,4,1
c1ccc(Cn2ncc3c(NCc4ccco4)ncnc32)cc1,-6,3,-1,-6,4,-4,-5,-8,3
Cc1onc(-c2ccccc2)c1C(=O)Nc1nc(-c2ccc(F)c(F)c2)cs1,3,2,-5,-5,3,16,10,-6,-2
Cc1c(C(=O)N2CCN(c3ccccn3)CC2)oc2ccccc12,-4,4,10,2,6,10,14,16,0
CN(CC(=O)N1CCc2ccccc21)S(=O)(=O)c1cccc2cccnc12,7,9,7,-1,0,13,9,12,3
CC1(C)CC(=O)C=C(Nc2ccc(C(=O)O)cc2)C1,-1,11,1,0,2,8,0,4,4
CC(C)OCCCNc1nc2c([nH]1)c(=O)n(C)c(=O)n2C,5,-1,5,10,-2,2,8,4,0
Cc1csc(NC(=O)c2nc(-c3ccccc3)n(-c3ccccc3)n2)n1,-3,7,1,4,3,19,7,4,1
Cc1nc2[nH]onc2c2nccc(=O)c12,-4,1,-4,-3,3,-16,-9,27,1
O=C(CCc1ccccc1)Nc1ccc(NC(=O)c2ccco2)cc1,.,3,4,-2,4,11,2,-2,-1
